High-throughput results as filed in PubChem.
GPR55 antagonists – inhibition of LPI-stimulated GPR55 beta-arrestin translocation – imaging, U2OS, beta-arrestin-GFP, LPI agonist, primary screen (AID 2013). hit rate 0.13% among 290,000. inhibition, % at 10 µM, or IC50 in µM where a hit was titrated. U2OS GPR55 beta-arrestin-GFP translocation imaging, LPI antagonism; higher % means a stronger effect;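 active = spots per cell inhibited over 60%, with over 100 cells counted and total cytoplasm intensity under 500,000; inconclusive = wells with under 100 cells, flagged as likely toxic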;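 also: U2OS cells stably carrying GPR55 and arrestin-GFP stimulated by 5 µM LPI near EC80; imaged beta-arrestin-GFP aggregate spots per cell after agonist stimulation; plate controls were LPI-stimulated DMSO wells for no effect and DMSO wells without LPI for full effect; some results filed as inactive read as strong as hits; confirmed hits need IC50 under 10 µM and bright autofluorescent wells are also inconclusive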
GPR55 activation – GPR55 agonists via beta-arrestin recruitment, primary screen, imaging, U2OS cells, beta-arrestin-GFP redistribution (AID 1961); U2OS GPR55 beta-arrestin-GFP redistribution imaging; higher % means a stronger effect; one-dose activation, % at 10 µM; EC50 in µM for titrated hits; hit rate 0.048% among 290,000;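 active = activation above 40% with more than 50 cells counted in the well; inconclusive = wells holding fewer than 50 cells, flagged as toxic or sparse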;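 also: U2OS osteosarcoma cells stably expressing GPR55 and beta-arrestin-GFP; plate controls were DMSO negative control for no effect and LPI positive control for full effect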
MgcRacGAP inhibition – MgcRacGAP GTPase-activating activity inhibitors, confirmation, biochemical, ADP Hunter fluorescence | MgcRacGAP-stimulated Rac1 GTP hydrolysis, ADP Hunter fluorescence; higher % means a stronger effect; GST-tagged Rac1 F28L mutant substrate | inhibition, % at 30 µM; hits with a dose series show IC50 in µM | hit rate 0.6% among 340,000 | AID 624330;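 active = first-screen hits whose inhibition reached a set limit at any dose in the follow-up dose series; inconclusive = inhibition above the set first-screen limit but never retested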;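 also: fluorescence reports GDP produced by GAP-driven GTP hydrolysis; strong numbers were not always called active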
NOD1 NF-kB reporter – NOD1 signaling inhibitors, primary screen, cell-based, luminescence, uHTS (AID 1578). inhibition, % at 4 µM; hits with a dose series show EC50 in µM. NOD1-driven NF-kB luciferase reporter cells, luminescence; higher % means a stronger effect. hit rate 1% among 290,000; in the data active = inhibition mostly above about 36%, no sharp cut-off; inactive = mostly below about 34%;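 also: HEK-293T reporter cells stimulated with the NOD1 agonist gamma-tri-DAP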
KOR beta-arrestin-1 – KOR agonists, beta-arrestin recruitment, primary screen, cell-based, luminescence, uHTS (AID 1777) | hit rate 0.02% among 280,000 | KOR beta-arrestin recruitment, luminescence; higher % means a stronger effect | activation, % at 10 µM, or EC50 in µM where a hit was titrated; in the data active = activation above about 50%, passing the limit was not always enough; also: a part of the inactive calls stands beside numbers as strong as those of hits
GPR35 antagonists – inhibition of zaprinast-stimulated GPR35 beta-arrestin translocation – imaging, U2OS, beta-arrestin-GFP, zaprinast agonist, primary screen (AID 2058); U2OS GPR35 beta-arrestin-GFP translocation imaging, zaprinast antagonism; higher % means a stronger effect; hit rate 0.052% among 290,000; inhibition, % at 10 µM, or IC50 in µM where a hit was titrated;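 active = inhibition of at least 50% with at least 30 cells and total cytoplasm GFP at most 10,000,000; inconclusive = under 30 cells or total GFP of 10,000,000 plus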
UTI89 phage lysis – protection from phage-mediated lysis, alamar blue read-out – E. coli UTI89, K1F phage, bacterial capsule biogenesis inhibitors (AID 488966). hit rate 0.02% among 340,000. E. coli UTI89 K1F phage lysis, alamar blue, 2 h; higher % means a stronger effect. inhibition, % at 100 µM; hits with a dose series show IC50 in µM;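 active = phage lysis inhibition, versus mean bacterial control, above a set limit; inconclusive = no clear call, values can overlap the other calls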;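 also: capsule biogenesis inhibitors block K1F phage lysis so surviving cells raise fluorescence; higher fluorescence means more inhibition of phage lysis; actives were called in the ten point dose series up to 300 µM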
NTR1 agonist – agonists of NTR1, primary screen, imaging, U2OS cells, beta-arrestin-GFP, high content (AID 493036); P30989; NTR1-U2OS beta-arrestin-GFP spot imaging, agonist mode; activation, % at 20 µM; hit rate 0.17% among 330,000;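 active = activation at or above 40% of the spot to cytoplasm intensity ratio, with at least 20 cells analyzed; inconclusive = wells under 20 cells, flagged as cytotoxic or low count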;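 also: 0% = DMSO without peptide and 100% = 100 nM NTR1 peptide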
Target sequence (P30989 whole entry, looked up): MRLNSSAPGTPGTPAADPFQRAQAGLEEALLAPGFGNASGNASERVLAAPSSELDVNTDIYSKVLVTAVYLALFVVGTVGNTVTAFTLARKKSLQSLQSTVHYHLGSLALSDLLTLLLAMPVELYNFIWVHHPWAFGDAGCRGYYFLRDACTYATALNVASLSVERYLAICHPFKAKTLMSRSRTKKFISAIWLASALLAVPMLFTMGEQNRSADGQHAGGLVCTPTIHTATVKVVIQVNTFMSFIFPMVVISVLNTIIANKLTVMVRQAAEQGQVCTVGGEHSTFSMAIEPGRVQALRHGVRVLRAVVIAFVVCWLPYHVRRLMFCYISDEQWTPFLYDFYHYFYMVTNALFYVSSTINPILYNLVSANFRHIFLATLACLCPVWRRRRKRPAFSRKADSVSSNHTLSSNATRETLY
KOR beta-arrestin-2 – kappa opioid receptor blockers – cell-based, luminescence, uHTS (AID 1778) | KOR beta-arrestin recruitment, luminescence, antagonist mode; higher % means a stronger effect | inhibition, % at 10 µM; hits with a dose series show IC50 in µM | hit rate 0.091% among 290,000; in the data active = inhibition above about 50%; also: strong numbers were not always called active
NTR1 agonist cell count 20 µM – second read-out of NTR1 agonist, no call of its own (marks repeat the call); cell count; measured here: cell count, cytotoxicity flag
Numbers without * were called inactive; ? = inconclusive; . = no result given; [ ] = dose if it differs, or a comment.

No.	structure	GPR55 antagonists	GPR55 activation	MgcRacGAP inhibition	NOD1 NF-kB reporter	KOR beta-arrestin-1
1	O=S(=O)(c1ccc(S(=O)(=O)N2CCCC3(CCCCC3)C2)cc1)N1CCCCC1	1%	-0.2%	4%	-27%	2.1%
2	CN(Cc1ccccc1)c1ncnc2sccc12	4%	0.6%	10%	32%	2.2%
3	CCC(=O)Oc1ccc(C(=O)Nc2ccc3c(c2)OCO3)cc1	-6%	-0.1%	.	-25%	-4.6%
4	COC(=O)c1cc(C(=O)Nn2cnnc2)cc([N+](=O)[O-])c1	16%	-0.2%	1%	-36%	3.2%
5	Cc1ccc(N(C(=O)c2csnn2)C(C(=O)NC2CCCCC2)c2ccccn2)cc1C (stereo not drawn)	-14%	0.3%	4%	2%	0.2%
6	O=C(NCCc1nc2ccccc2[nH]1)/C(=C/c1ccco1)NC(=O)c1ccc(Br)o1	5%	-0.2%	4%	-14%	-1.6%
7	O=C(NCC(=O)N(c1ccc(Cl)cc1)C(C(=O)NC1CCCC1)c1cccnc1)c1ccco1 (stereo not drawn)	-7%	0.6%	4%	6%	-4.3%
8	COc1ccc(C(CNC(=O)c2ccc(S(=O)(=O)Nc3ccc(F)cc3)cc2)N(C)C)cc1 (stereo not drawn)	5%	0.2%	8%	-33%	-5.9%
9	Nc1nc(-c2ccccc2)nn1C(=O)Cc1ccccc1	-10%	0.0%	11%	-9%	2.3%
10	CCOC(=O)Cc1csc(NC(=O)COc2ccc(C)c(C)c2)n1	-4%	-0.1%	1%	-20%	.
11	O=C(NC1CCCC1)C(c1cccnc1)N(CCc1ccccc1)C(=O)c1ccco1 (stereo not drawn)	-2%	-0.1%	.	-27%	2.4%
12	CC(C)CC1c2[nH]c3ccccc3c2CCN1C(=O)C1CCOCC1 (stereo not drawn)	12%	-0.3%	11%	-17%	-2.1%
13	Cc1ccccc1C(=O)Nc1cccc(NC(=S)NC(=O)c2cccs2)c1	0%	1.1%	7%	19%	5.3%
14	CN(C(=O)c1ccco1)c1nnc(-c2ccc(F)cc2)s1	10%	-0.1%	8%	-72%	2.7%
15	COc1ccc(NC(=S)Nc2ncccc2C)cc1OC	12%	0.9%	11%	-23%	1.7%

No.	GPR35 antagonists	UTI89 phage lysis	NTR1 agonist	NTR1 agonist cell count 20 µM	KOR beta-arrestin-2
1	7%	4.4%	2.4	42	-15%
2	3%	0.4%	-0.1	46	-16%
3	13%	.	-0.6	50	-10%[20 µM]
4	-10%	0.1%	-0.7	71	-13%
5	3%	0.1%	-0.3	46	-12%
6	7%	1.9%	1.5	53	22%
7	9%	0.2%	-0.4	50	-14%
8	7%	0.3%	0.2	41	-26%
9	20%	0.4%	0.7	42	17%
10	-1%	0.2%	1.8	64	-45%[20 µM]
11	-5%	.	-0.8	30	-31%[20 µM]
12	2%	-0.6%	-0.1	52	-2%
13	8%	-0.3%	12	31	-19%
14	8%	0.5%	0.8	38	-29%
15	4%	0.2%	0.9	57	7%

Later entries.
No.	structure	GPR55 antagonists	GPR55 activation	MgcRacGAP inhibition	NOD1 NF-kB reporter	KOR beta-arrestin-1
16	COc1cccc(CNc2nc3ccccc3n2CCN2CCCCC2)c1OC	-11%	0.6%	-5%	27%	.
17	CCOC(=O)C1CCN(Cc2ccc(C(=O)OC)cc2)CC1	10%	-0.1%	15%	1%	-3.8%
18	O=C1CCCN1CCCNc1ccc(S(=O)(=O)N2CCCCC2)cn1	-4%	0.0%	-7%	9%	2.8%
19	Cc1cc(C)c2oc(=O)cc(CN3CCOCC3)c2c1	10%	-0.2%	11%	-18%	8.7%
20	Cc1ccccc1NC(=S)N1CCCC(c2nc3ccccc3[nH]2)C1 (stereo not drawn)	2%	0.3%	5%	-21%	-2.7%
21	O=C(CNC(=O)c1cccc(Br)c1)N/N=C/c1cccnc1	1%	-0.2%	10%	-34%	-0.7%
22	Cc1cc(C)n2nc(C(=O)Nc3cccnc3)nc2n1	0%	0.0%	8%	9%	1.0%
23	COc1ccc(NC(=O)C2CCN(C(=O)[C@@H]3Cc4ccccc4CN3)CC2)cc1	8%	0.2%	-3%	-36%	-1.7%
24	CC(=O)NS(=O)(=O)c1ccc(N=c2ssc3c2-c2cc(C)ccc2NC3(C)C)cc1	9%	0.2%	?	-18%	2.8%
25	O=C1Nc2ccccc2C(=O)N2[C@H](c3ccccc3)[C@@H]3C(=O)N(Cc4ccccc4)C(=O)[C@@H]3[C@H]12	3%	-0.1%	2%	12%	2.7%
26	COc1ccc(C2=C(C)C(N3CCN(C(=O)c4ccco4)CC3)=NS2(=O)=O)cc1	18%	0.0%	12%	-9%	9.3%
27	CCOc1ccc(NC(=O)CCNS(=O)(=O)c2cccs2)cc1	-20%	0.2%	0%	-1%	3.0%
28	O=C(CSc1nnnn1-c1ccc(O)cc1)NC1CCCCC1	0%	0.3%	7%	-10%	-1.1%
29	CCCn1c(=O)[nH]c(=O)c2c1nc(-c1ccc(OC(F)F)cc1)n2CCN1CCOCC1	14%	0.2%	1%	12%	.
30	O=C(c1ccc2snnc2c1)N1CCCC1	4%	-0.1%	10%	-30%	0.1%

No.	GPR35 antagonists	UTI89 phage lysis	NTR1 agonist	NTR1 agonist cell count 20 µM	KOR beta-arrestin-2
16	-9%	4.2%	-1.9	68	.
17	11%	2.0%	-0.6	66	18%
18	0%	-0.3%	-0.8	87	-76%
19	-2%	1.1%	0.9	48	14%
20	2%	0.1%	-1.1	55	-5%
21	15%	0.3%	0.6	62	-25%
22	1%	0.5%	-1.0	56	-67%
23	-12%	0.0%	0.2	59	-17%
24	-10%	-1.6%[50 µM]	3.0	67	20%
25	5%	-0.4%	1.5	66	-18%[20 µM]
26	12%	0.2%	0.2	88	-37%
27	-4%	0.8%	0.0	49	34%
28	-10%	0.3%	0.3	36	-19%
29	-4%	0.9%	0.1	55	.
30	-4%	-0.3%	0.6	34	-29%

The results go on.
No.	structure	GPR55 antagonists	GPR55 activation	MgcRacGAP inhibition	NOD1 NF-kB reporter	KOR beta-arrestin-1
31	COc1cccc(-c2cc(N3C(=O)Nc4ccccc4N3O)n[nH]2)c1	14%	-0.1%	3%	-18%	1.0%
32	O=C1CN2C(=Nc3ccc(Br)cc3C2c2ccccc2)CCN1 (stereo not drawn)	7%	-0.2%	5%	-13%	-3.2%
33	COc1cccc(/C=N/NC(=O)CSCC(=O)Nc2ccccc2)c1O	24%	-0.3%	3%	70%	-1.5%
34	O=C(Nc1ccc(C(=O)c2ccccc2)cc1)c1ccccc1	-4%	-0.2%	-5%	-18%	-2.5%
35	Cc1ccc(NC(=O)COc2ncnc3ccccc23)cc1S(=O)(=O)N1CCOCC1	20%	-0.3%	-1%	-4%	-2.4%
36	CC(=O)Nc1ccc(S(=O)(=O)N2CCN(S(=O)(=O)c3ccccc3)CC2)cc1	-6%	0.1%	-13%	0%	-1.1%
37	Cc1ccc(OCc2n[nH]c(=S)n2-c2ccc(Br)cc2)cc1	8%	-0.2%	-1%	-6%	-3.0%
38	O=C(N/N=C/c1ccc2c(c1)OCO2)c1ccc(Cl)cc1Cl	8%	-0.2%	4%	-29%	0.3%
39	COc1cccc(-c2cc(C(=O)Nc3ccc4c(c3)OCO4)no2)c1	4%	-0.2%	7%	-30%	4.0%
40	Cc1cc2c(N)cccc2nn1	0%	-0.1%	3%	-4%	4.6%
41	NC1=NS(=O)(=O)NC1c1ccc(Br)cc1 (stereo not drawn)	4%	-0.1%	5%	-6%	.
42	Cc1occc1-c1nnc(SCC(=O)Nc2ccccc2)n1C(C)c1ccccc1 (stereo not drawn)	3%	-0.1%	3%	1%	76%
43	CCN1C(=O)/C(=C\C(=O)c2cccs2)c2cc(Br)ccc21	11%	0.1%	11%	-35%	0.3%
44	COc1ccc(C(=O)N2CCOC2CNC(=O)C(=O)NCc2ccc(F)cc2)cc1 (stereo not drawn)	7%	-0.2%	11%	-13%	0.4%

No.	GPR35 antagonists	UTI89 phage lysis	NTR1 agonist	NTR1 agonist cell count 20 µM	KOR beta-arrestin-2
31	16%	-0.1%	-0.1	31	8%
32	1%	0.4%	-1.6	54	-13%
33	10%	-1.6%	-1.7	55	-8%
34	0%	-0.2%	0.8	80	14%
35	-21%	-0.2%	3.1	67	4%
36	1%	-1.4%	0.3	64	-24%[20 µM]
37	5%	-1.6%	-0.3	56	-11%[20 µM]
38	-12%	0.6%	1.2	41	-17%
39	-4%	0.2%	1.1	60	-58%
40	23%	-0.3%	3.0	64	-26%
41	-6%	-1.9%	3.1	38	-25%[20 µM]
42	0%	-1.1%	4.6	53	14%
43	-7%	-2.1%	3.8	51	-29%
44	-2%	-0.1%	0.4	78	5%

Profiles, looked up by structure. Values in the order: GPR55 antagonists | GPR55 activation | MgcRacGAP inhibition | NOD1 NF-kB reporter | KOR beta-arrestin-1 | GPR35 antagonists | UTI89 phage lysis | NTR1 agonist | NTR1 agonist cell count 20 µM | KOR beta-arrestin-2
Profile of O=C1CN2C(=Nc3ccc(Br)cc3C2c2ccccc2)CCN1 (stereo not drawn) → 7% | -0.2% | 5% | -13% | -3.2% | 1% | 0.4% | -1.6 | 54 | -13%
Profile of COc1cccc(-c2cc(C(=O)Nc3ccc4c(c3)OCO4)no2)c1 → 4% | -0.2% | 7% | -30% | 4.0% | -4% | 0.2% | 1.1 | 60 | -58%
Profile of COc1cccc(/C=N/NC(=O)CSCC(=O)Nc2ccccc2)c1O → 24% | -0.3% | 3% | 70% | -1.5% | 10% | -1.6% | -1.7 | 55 | -8%
Profile of O=C(N/N=C/c1ccc2c(c1)OCO2)c1ccc(Cl)cc1Cl → 8% | -0.2% | 4% | -29% | 0.3% | -12% | 0.6% | 1.2 | 41 | -17%

The list is partial, so the mix of outcomes need not match the whole.
